Screening results: PubChem BioAssay, National Center for Advancing Translational Sciences (NCATS)
D2 agonist – D2 dopamine receptor (human) agonism; P14416; HEK293 T-REx D2 cells, calcium flux agonist mode; activation, % at 2 µM; 340,000 tested, 0.53% active; AID 485358;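 active = activation over 3 SD above normal in the single-dose calcium agonist read, cut at about 30% in these data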; note: 0% is about no effect
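Tetracycline-induced HEK293 Trex cells with D2 receptor force-coupled to calcium signaling, plated overnight at 30 C and loaded with no-wash calcium dye. Calcium flux read kinetically for 180 s after compound addition; responses flag agonists.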
D2 antagonist – antagonists of human D2 dopamine receptor; HEK293 TREx D2 cells, calcium flux, dopamine EC80; inhibition, % at 10 µM; 340,000 tested, 2% active; AID 485344; in the data active = inhibition above about 30%; note: 0% is about no effect
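Dopamine at EC80 is the agonist stimulus; test compounds precede it by 180 s. Calcium flux read kinetically in a force-coupled, inducible HEK293 T-REx D2 cell line.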
D1 PAM – enhances dopamine response at the human D1 receptor | HEK293 TREx D1 cells, calcium flux, dopamine EC20 potentiation | potentiation, % at 10 µM | 360,000 tested, 0.036% active; in the data active = potentiation above about 30%; note: 0% is about no effect
D2 PAM – D2 dopamine receptor (human) potentiation | 340,000 tested, 0.34% active | P14416 | potentiation, % at 10 µM | AID 485347 | HEK293 T-REx D2, calcium flux, EC20 dopamine potentiation;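 active = potentiation over 3 SD above the plate norm, cut at about 30% in these data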; note: 0% is about no effect
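Primary screen. Calcium kinetics in induced HEK293 T-REx D2 cells: compound pre-addition 180 s, EC20 dopamine, 180 s more.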
D1 agonist – agonists of human D1 dopamine receptor; HEK293 T-REx D1 cells, calcium flux, agonist mode; activation, % at 2 µM; 360,000 tested, 1% active; AID 504660; P21728; note: 0% is about no effect
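Inducible HEK293 T-REx D1 cells, force-coupled to calcium signalling, were plated at 4000 cells/well with tetracycline and held overnight at 30 C. After no-wash calcium dye loading, compound-evoked calcium rise over 180 s flagged agonists.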
D1 antagonist – blocks dopamine activation of the human D1 receptor | HEK293 TREx D1 cells, calcium flux, dopamine EC80; hits give low values | activity change, negative = inhibition, % at 10 µM | AID 504652 | 360,000 tested, 3.2% active | P21728; in the data active = activity change below about -30%; note: % is set by controls: 0 for no effect and ±100 for the full control effect
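Inducible Hek293 Trex D1 cells (tetracycline, overnight, 30 C). Calcium dye 30–90 min RT. Antagonist mode: EC80 dopamine added after 180 s compound read.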
TRHR PAM – TRH receptor (human) allosteric enhancement. AID 493056. enhancement, % at 2 µM. 360,000 tested, 0.66% active. TRHR cells, fluo-8 calcium fluorescence, EC20 TRH enhancement. P34981; in the data active = enhancement above about 30%; note: 0% is about no effect
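TRHR-expressing cells loaded with fluo-8 calcium dye were read kinetically (ex 480/em 530) during compound addition, then stimulated with an EC20 of TRH (10 nM final). Enhancement of the Gq-mediated intracellular calcium response was scored.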
TRHR agonist – agonists of human TRH receptor. P34981. TRHR cells, calcium flux fluo-8, FDSS agonist mode. activation, % at 2 µM. 360,000 tested, 0.18% active. AID 493084; note: 0% is about no effect
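In this calcium-flux screen, cells bearing human TRHR are dye-loaded with fluo-8, baselined for 10 cycles, then exposed to library compounds; positive kinetic calcium responses during the agonist phase mark hits, with TRH as control.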
RXFP1 antag – antagonists of human relaxin receptor RXFP1; HEK293-RXFP1, relaxin-stimulated cAMP HTRF, 30 min; hits give low values; activity change, negative = inhibition, % at 57.5 µM; 350,000 tested, 0.59% active; AID 1259400;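 active = activity change of -60% or lower, but not beyond a set lower limit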; note: % is set by controls: 0 for no effect and ±100 for the full control effect
Target sequence (Q9HBX9 whole entry, looked up): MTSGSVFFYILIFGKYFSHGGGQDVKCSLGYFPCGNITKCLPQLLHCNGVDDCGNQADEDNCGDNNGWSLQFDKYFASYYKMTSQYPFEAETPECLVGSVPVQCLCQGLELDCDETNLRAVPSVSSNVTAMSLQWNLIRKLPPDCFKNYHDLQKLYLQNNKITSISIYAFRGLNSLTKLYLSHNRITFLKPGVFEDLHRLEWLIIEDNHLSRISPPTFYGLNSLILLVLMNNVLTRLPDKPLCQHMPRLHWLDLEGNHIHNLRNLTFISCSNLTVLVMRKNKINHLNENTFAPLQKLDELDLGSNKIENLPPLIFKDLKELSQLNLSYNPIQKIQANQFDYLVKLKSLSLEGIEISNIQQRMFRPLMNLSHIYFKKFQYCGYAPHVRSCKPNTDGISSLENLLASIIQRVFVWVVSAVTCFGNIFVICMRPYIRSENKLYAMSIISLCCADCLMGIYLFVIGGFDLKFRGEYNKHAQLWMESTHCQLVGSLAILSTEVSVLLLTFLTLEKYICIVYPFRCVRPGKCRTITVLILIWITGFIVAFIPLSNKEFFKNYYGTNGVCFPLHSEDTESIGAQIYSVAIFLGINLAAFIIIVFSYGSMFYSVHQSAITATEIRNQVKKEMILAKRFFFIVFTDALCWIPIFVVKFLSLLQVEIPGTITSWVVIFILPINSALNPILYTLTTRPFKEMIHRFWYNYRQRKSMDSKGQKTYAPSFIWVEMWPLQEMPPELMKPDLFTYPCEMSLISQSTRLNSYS
* marks the source's active call; other numbers are inactive results; · = not tested or not shown. Cut-off read from the data, not from the text of the source, unless noted: active = activation above about 30%; inactive = the rest.

molecule,TRHR PAM,D1 PAM,D1 antagonist,TRHR agonist,D2 agonist,D2 antagonist,D2 PAM,D1 agonist,RXFP1 antag
COc1ccccc1CNCc1cc(OC)c(OC)c(OC)c1,3,-4,-18,-0.3,-0.1,-7,·,3,2
O=C(NCc1cccs1)C1CCC(CNS(=O)(=O)c2cccs2)CC1 (stereo not drawn),-1,-2,-20,0.0,-1.0,23,0,1,-3
C/C(N)=C(/C#N)C(=O)CSc1nnc(NC(C)C)s1,-6,-6,-10,0.2,0.2,3,-3,0,-13
COc1ccc(-n2c(SCC(=O)N/N=C(\C)c3cccnc3)nc3ccccc3c2=O)cc1,-1,3,-11,-0.3,-0.4,14,5,0,-5
O=C(O)c1nn(Cc2csc(-c3ccccc3)n2)c(=O)c2ccccc12,10,5,3,-1.0,·,·,·,8,-4
N#C/C(=C\c1ccc[nH]1)C(=O)Nc1ccccc1Cl,11,-4,0,2.5,0.8,8,9,5,-12
COc1cc(C(=O)NC23CC4CC(CC(C4)C2)C3)cc(OC)c1OC,8,-3,2,-0.2,-0.1,10,-9,-1,1
Cc1cc(C)nc(Nc2ncc(O)n2-c2ccccc2)n1,5,3,-5,0.0,0.6,-2,2,5,12
COC(=O)C1=CN(Cc2ccc(OC)c(OC)c2)C=C(C(=O)OC)C1c1ccccc1F,-4,-5,11,-1.6,1.1,6,13,1,-1
Cc1cccc2sc(NNC(=O)c3ccc(S(=O)(=O)N4CCCC(C)C4)cc3)nc12 (stereo not drawn),-3,2,29,0.6,2.1,1,-1,2,11
O=C(Cn1cnc([N+](=O)[O-])c1)Nc1ccc(F)c(Cl)c1,-11,0,-7,-0.7,-0.4,-17,0,6,-3
CNS(=O)(=O)c1ccc(N2CCCC2)c([N+](=O)[O-])c1,-6,2,-8,-0.3,2.4,-4,5,4,3
Fc1ccc(-c2ccnc3nc(N4CCOCC4)nn23)cc1,-1,-1,-4,-0.8,-0.3,14,1,-1,5
Cc1ccc(C(=O)Nc2c(C(=O)Nc3ccc(C)c(C)c3)sc3nc(C)cc(C)c23)cc1,-7,-4,4,0.4,-0.4,·,-8,-1,-12
COc1cccc(N2CC(C(=O)Nc3ccc(F)cc3)CC2=O)c1 (stereo not drawn),7,-4,3,1.6,1.7,-15,-6,10,1
CCOc1cccc(/C=N/Nc2ccc(S(=O)(=O)N(CC)CC)cn2)c1O,3,4,17,0.1,·,·,·,9,-9
O/N=C1\CCCc2c1nc(-c1ccccc1F)n2O,3,3,-18,0.3,-0.7,-20,12,2,12
CC1=C(C(N)=O)C(c2ccccc2F)NC(=O)N1 (stereo not drawn),14,2,4,-2.3,-1.1,-13,4,0,0
O=C(COc1ccc(Cl)cc1)N1CCCCC1,1,-1,12,-0.6,0.3,-3,-2,0,0
O=C(Nc1cc([N+](=O)[O-])ccc1Cl)C(Sc1ccccc1)c1ccccc1 (stereo not drawn),-7,-4,5,0.3,-2.1,-1,5,9,-2
CC1(C)CC(NC(=O)Cc2ccc(Cl)cc2)CC(C)(C)N1,1,1,-7,1.6,-0.1,-5,0,2,-15
CCC1CCCCN1CCCNC(=O)c1cn(CC(C)C)c(=O)c2cc(OC)c(OC)cc12 (stereo not drawn),15,-2,·,-1.0,-0.3,16,18,-1,1
CC(=O)NS(=O)(=O)c1ccc(NC(=O)CCC(=O)Oc2ccc(C)cc2)cc1,-7,2,9,1.3,0.8,2,-2,3,3
CC1CCN(S(=O)(=O)c2ccc3c(c2)CCN3C(=O)Nc2ccccc2Br)CC1,0,-1,-16,0.8,0.8,·,2,8,-12
NNC(=O)c1[nH]c(-c2ccccc2)cc1-c1ccccc1,-6,-1,5,-0.6,0.3,-5,11,5,-4
CCC1Oc2ccc(C)cc2N(CC(=O)NCCN2C(C)CCCC2C)C1=O (stereo not drawn),-6,-4,0,-0.3,0.5,1,-10,4,9
O=C(O)CCCN1C(=O)C(=O)/C(=C(/O)c2ccccc2)C1/C=C/c1ccccc1 (stereo not drawn),20,-4,-31*,-0.2,0.2,17,-10,3,-34
CC(=O)CSc1ccc(-c2nc3cc(C)c(C)cc3[nH]2)cn1,4,-3,11,0.4,0.3,-1,-5,2,-33
Cn1cnnc1SCC(=O)c1ccc2c(c1)CCCC2,13,2,2,-0.6,0.0,-2,-1,2,-29
C=CCN(C(=O)CCC(=O)O)C1CC(=O)N(c2ccc(OCCC)cc2)C1=O (stereo not drawn),-1,-4,2,-0.1,·,·,·,-1,1
COc1ccc(CNC(=O)CNS(=O)(=O)c2ccc(Cl)cc2)cc1,-10,-7,-23,0.7,11,-10,9,8,3
Cc1cccc(NC(=S)NC2CC3CCCC(C2)N3Cc2ccco2)c1 (stereo not drawn),-5,-4,-8,0.7,-0.1,16,-12,6,4
CCOC(=O)Cc1csc(N(C)C)n1,-2,0,-3,0.2,0.1,0,0,5,-3
CC(NC(=O)/C(C#N)=C/c1ccc([N+](=O)[O-])o1)c1ccccc1 (stereo not drawn),5,-2,-29,1.1,·,·,·,-1,-75*
CCC(C)n1c(SCC(=O)Nc2cc(C)on2)nc2ccccc2c1=O (stereo not drawn),4,-5,7,-0.4,0.3,-5,9,6,4
COc1cccc(C2=NOC(C(=O)NC3CCCCC3)C2)c1 (stereo not drawn),12,1,-21,-0.5,-0.4,10,2,6,-3
Cc1sc(NC(=O)CN2CCCC2)nc1-c1ccc2c(c1)CCN2C(=O)c1ccc(F)cc1,8,0,5,-0.3,0.0,-16,8,-2,-11
O=c1[nH]c(SCc2cccc(Cl)c2)nc2c1CCC2,-8,2,-16,0.4,-0.8,·,-1,6,1
Cc1ccc(NC(=O)CCc2c(C)nc3ncnn3c2C)nc1,-2,-8,-2,0.1,-0.7,1,-2,1,5
CCOC(=O)C1CCCN(c2c(NCCN(CC)c3ccccc3)c(=O)c2=O)C1 (stereo not drawn),-3,-6,1,-0.4,0.9,0,3,1,·
CN1C(=O)N(CC(=O)N2CCN(S(=O)(=O)/C=C/c3ccccc3)CC2)C(=O)C12CCCCC2,-3,-1,2,0.4,-0.1,13,-3,-1,4
CCOC(=O)c1ccc(N2C(=O)C(C)=C(C)C2=O)cc1,-7,-2,-3,0.7,-0.3,-13,4,1,-19
CC(C)(C)c1nc2cc(Cl)c([N+](=O)[O-])cc2o1,0,-8,-12,0.6,1.0,-6,14,5,-15
Cc1ccc2c(c1)N(CCCC(=O)NCc1cccnc1)C(=O)CO2,11,0,13,0.1,·,·,·,-2,·
O=C(COc1ccc(Cl)cc1)NN=C1CCCCCCC1,1,0,5,0.4,1.1,-5,-25,0,-8
Cc1ccccc1OCC(=O)N/N=C/c1cccn1C,1,-3,-30,1.2,-1.0,5,14,4,6
O=C(NCC(c1ccco1)N1CCN(c2ccccc2)CC1)C(=O)NC1CC1 (stereo not drawn),-6,1,-4,0.0,13,20,1,1,1
COc1ccc(CCNC(=O)CCS(=O)(=O)Cc2ccccc2C)cc1OC,6,-8,-15,0.1,-0.1,6,3,3,6
O=C(O)COc1ccc(/C=N/O)cc1Br,-2,-3,-1,-0.8,0.1,4,9,0,0
Cc1cccc(C)c1Nc1c(-c2ccsc2)nc2ccccn12,-2,2,0,-1.4,-0.6,·,3,-1,-16

Carrying on:
molecule,TRHR PAM,D1 PAM,D1 antagonist,TRHR agonist,D2 agonist,D2 antagonist,D2 PAM,D1 agonist,RXFP1 antag
Cc1ccc2oc(C(=O)N3CCC(C(N)=O)(N4CCCCC4)CC3)c(C)c2c1,2,0,18,-0.4,-0.1,8,11,4,-7
Cc1ccc(CN2CCCn3nc(C(=O)NCCC(C)C)cc3C2=O)cc1,-4,0,7,-0.9,0.3,·,7,2,-10
O=C(COc1ccc(Cl)cc1Br)NC1CC1,8,-9,-5,-0.1,0.2,-5,11,0,-2
CC1CN(CC(O)COCc2ccc3c(c2)OCO3)CC(C)O1 (stereo not drawn),-2,-6,-15,0.0,4.5,-2,12,2,-2
COc1ccc(-c2nnc3ccc(SCc4ccccc4)nn23)cc1,1,-2,7,-0.8,1.6,3,-1,4,·
O=C(N/N=C/c1ccc(N2CCOCC2)cc1)c1ccc(NS(=O)(=O)c2cccs2)cc1,-8,-3,-7,-1.3,-0.2,-12,-6,5,-4
CCCNC(=O)NC(=O)COC(=O)c1ccc(S(=O)(=O)N(C)c2ccccc2OC)cc1,5,-3,-1,-1.1,2.4,-3,-7,11,-7
CN(C)CCNc1nc2sc3c(c2c(=O)n1-c1ccccc1)CCCCC3,-3,0,18,0.2,0.9,-6,-7,4,-36
Cn1cc(S(=O)(=O)c2cccc(Cl)c2)c(=O)c2cc(F)c(N3CCCCCC3)cc21,3,-1,-1,0.3,·,·,·,2,7
CCOc1ccccc1NC(=O)c1cc(CC(C)C)oc1C,-8,3,11,-0.4,0.4,-2,9,3,-17
COc1ccc(C2=CC(c3c(C)nn(-c4ccccc4)c3Cl)n3nnnc3N2)cc1OC (stereo not drawn),18,-2,22,0.8,1.0,15,9,5,-2
COc1ccc(C(=O)Nc2c(C)ccc3nsnc23)cc1[N+](=O)[O-],6,-4,-5,0.4,·,·,·,3,22
CCOC(=O)C1=C(C)OC(N)=C(C#N)C1c1ccc(OC)c(C)c1OC (stereo not drawn),-1,-7,6,1.0,-0.1,-18,-4,5,7
COc1ccccc1N1CCN(C(=O)c2cc(-c3ccco3)on2)CC1,-7,-4,11,-1.0,-1.0,-14,13,1,·
CCC1CCCCN1c1nc(-c2ccncc2)nc2ccccc12 (stereo not drawn),0,4,12,-0.8,0.4,2,9,1,-3
C/C(CC(=O)N1CCN(C=O)CC1)=N\NC(=O)c1ccc([N+](=O)[O-])cc1,-4,-5,-4,-0.4,0.3,3,3,1,19
CCOc1c(Br)ccc2c1sc1nc[nH]c(=O)c12,2,1,-9,0.0,0.5,0,9,3,-4
Cc1cc(C)nc(CCNC(=O)c2cc(COc3ccc(F)cc3Cl)on2)n1,2,-4,3,-1.7,-3.0,-15,-3,6,7

Structural class: the entries above containing a COOH group (4)
molecule,TRHR PAM,D1 PAM,D1 antagonist,TRHR agonist,D2 agonist,D2 antagonist,D2 PAM,D1 agonist,RXFP1 antag
O=C(O)c1nn(Cc2csc(-c3ccccc3)n2)c(=O)c2ccccc12,10,5,3,-1.0,·,·,·,8,-4
O=C(O)CCCN1C(=O)C(=O)/C(=C(/O)c2ccccc2)C1/C=C/c1ccccc1 (stereo not drawn),20,-4,-31*,-0.2,0.2,17,-10,3,-34
C=CCN(C(=O)CCC(=O)O)C1CC(=O)N(c2ccc(OCCC)cc2)C1=O (stereo not drawn),-1,-4,2,-0.1,·,·,·,-1,1
O=C(O)COc1ccc(/C=N/O)cc1Br,-2,-3,-1,-0.8,0.1,4,9,0,0
